# Screening results: PubChem BioAssay, Broad Institute
# Xi reactivation = reactivates the inactive X chromosome in mouse fibroblasts. XiGFP mouse fibroblasts, % GFP-positive cells imaging, 3 d; cells co-treated with 5-aza-dC sensitizer; scaled so ellipticine positive control = 100%. activation, % at 7.58 µM. 360,000 compounds, 0.055% hits;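 active means mean normalized replicate activation at least 10% and every replicate at or above 10%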;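 further: 0% = median of on-plate neutral control wells and 100% = ellipticine 6 µM median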
#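 System: 68-5-11 XiGFP fibroblast line; Timing: 3 days compound exposure; Compound dosing: one concentration, pinned; Benchmarks: positive control ellipticine, 6 µM final; Buffer or medium: DMEM containing 5-aza-dC.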
# ERp5 inh = inhibitors of human ERp5; inhibition, % at 9.99 µM; AID 651711; Q15084; ERp5 insulin aggregation, absorbance 650 nm, 90 min; 350,000 compounds, 0.05% hits;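 active means mean replicate inhibition above about 25%, with every replicate also reaching it, limit read from the data, passing the limit was not always enough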
# Target sequence (Q15084 whole entry, looked up): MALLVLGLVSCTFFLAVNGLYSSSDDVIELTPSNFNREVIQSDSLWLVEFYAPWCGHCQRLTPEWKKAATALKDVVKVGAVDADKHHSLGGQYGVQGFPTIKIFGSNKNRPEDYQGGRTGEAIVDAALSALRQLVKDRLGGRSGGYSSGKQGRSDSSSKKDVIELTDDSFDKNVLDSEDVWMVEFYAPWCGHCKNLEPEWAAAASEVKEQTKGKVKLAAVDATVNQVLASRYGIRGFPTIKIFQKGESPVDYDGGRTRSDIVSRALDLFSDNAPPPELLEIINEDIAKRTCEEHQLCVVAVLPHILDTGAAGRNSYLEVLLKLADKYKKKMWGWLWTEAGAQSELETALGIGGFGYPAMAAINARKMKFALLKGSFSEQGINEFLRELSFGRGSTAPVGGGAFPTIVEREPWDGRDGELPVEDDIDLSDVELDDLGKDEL
# RAD52 inh = inhibitors of human RAD52 DNA annealing | P43351 | recombinant RAD52 DNA annealing, FRET fluorescence | inhibition, % at 18.7 µM | 360,000 compounds, 0.46% hits | AID 651710;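 active means every replicate showing at least 50% inhibition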
# ERAP1 HTS inh = blocks human ERAP1 aminopeptidase activity | Q9NZ08 | recombinant ERAP1, Leu-AMC fluorescence, 60 min | inhibition, % at 10.7 µM | 340,000 compounds, 0.15% hits | AID 652197;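 active means mean replicate inhibition of at least 30%, or all replicates individually reaching that 30% level; inactive means mean below 30% and not every replicate reaching it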;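 further: 0% = neutral control wells and 100% = L-leucinethiol positive control wells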
# E-sel inducer = E-selectin induction on HUVECs. HUVEC E-selectin immunofluorescence imaging; normalized: neutral wells 0, TNF-alpha wells 100. activation, % at 7.58 µM. 260,000 compounds, 0.37% hits. AID 686992;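 active means mean E-selectin-positive cell signal at least 10% of the positive control, reached in at least 60% of replicates, without over 20% cell loss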;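 further: in these data hits start at about 27%; measured in HUVEC primary endothelial cells; signal is the percent of cells scored E-selectin positive by PE staining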
# Target sequence (P16581 whole entry, looked up): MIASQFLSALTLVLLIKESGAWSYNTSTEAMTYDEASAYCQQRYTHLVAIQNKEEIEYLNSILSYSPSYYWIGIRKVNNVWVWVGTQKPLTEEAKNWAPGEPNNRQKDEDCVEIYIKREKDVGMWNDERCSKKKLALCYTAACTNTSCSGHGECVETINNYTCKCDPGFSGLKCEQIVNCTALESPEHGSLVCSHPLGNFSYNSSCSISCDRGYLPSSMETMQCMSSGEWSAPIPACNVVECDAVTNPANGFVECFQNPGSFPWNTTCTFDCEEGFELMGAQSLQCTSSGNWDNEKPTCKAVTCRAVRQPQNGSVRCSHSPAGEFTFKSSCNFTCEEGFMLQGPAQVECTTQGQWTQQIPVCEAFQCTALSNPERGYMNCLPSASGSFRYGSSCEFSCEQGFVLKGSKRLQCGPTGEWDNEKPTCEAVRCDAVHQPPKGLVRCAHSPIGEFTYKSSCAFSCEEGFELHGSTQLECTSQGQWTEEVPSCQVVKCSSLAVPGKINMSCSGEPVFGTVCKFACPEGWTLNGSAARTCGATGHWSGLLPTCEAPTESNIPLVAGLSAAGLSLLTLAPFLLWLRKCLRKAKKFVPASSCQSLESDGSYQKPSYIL
#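 Material: HUVEC primary endothelial cells; Amount: 3,000 cells per well; Dosing: single concentration; Medium: EGM-2 growth medium on 0.1% gelatin-coated wells; Read-out basis: percent E-selectin-positive cells; Signal: immunofluorescence imaging; Control set: TNF-alpha, DMSO.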
# S100A4 inh HTS = blocks human S100A4 binding to myosin IIA peptide; S100A4/TAMRA-MyoIIA peptide fluorescence polarization; inhibition, % at 10.7 µM; 360,000 compounds, 0.14% hits; AID 652163;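 active means mean inhibition of at least 70% across replicates, with every replicate also reaching that level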
#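 Material: human S100A4 monomer with TAMRA-labelled myosin IIA peptide; buffer or medium: HEPES pH 7.2 with CaCl2, KCl, NaCl, DTT, Triton; compound dosing: one concentration per compound; schedule: 5 min incubation before reading; benchmarks: neutral control DMSO, positive control TFP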
# esBAF inh = blocks esBAF chromatin remodeling in mouse ES cells. Bmi1-luciferase knock-in reporter, 24 h; 100% = twice the neutral-well signal. reporter increase, % at 12.5 µM. 350,000 compounds, 2% hits; in the data active means activation above about 40%;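 further: 0% = median of the plate's neutral control wells and 100% = double that signal; a rise in the Bmi1 reporter signal indicates esBAF inhibition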
# RAD54 inh = inhibitors of human RAD54 branch migration | Q92698 | RAD54 Holliday junction branch migration, FAM/BHQ fluorescence | inhibition, % at 10.4 µM | 360,000 compounds, 0.14% hits | AID 602329;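 active means mean normalized replicate activity at least 40 and at least half of replicates scoring 40 or more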;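 further: 0% = median of neutral control wells and 100% = median of positive control wells; inhibitors cause a drop in the FAM fluorescence signal; in these data hits start at about 50%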
# The depositor's hits bear a star; x = not tested or not shown; & = joins results of further samples.
structure	Xi reactivation	ERp5 inh	RAD52 inh	ERAP1 HTS inh	E-sel inducer	S100A4 inh HTS	esBAF inh	RAD54 inh
CC(=O)Oc1ccccc1C(=O)Oc1ccccc1C(=O)O	0.1	6.0	-7.5	-1.1	0.5	-2.2	-0.3	-16.2
COc1ccc(N(CC(=O)N/N=C/c2ccco2)S(=O)(=O)c2ccccc2)cc1Cl	0.0	0.4	-12.5	-0.3	1.1	-2.8	-2.3	4.6
S=C(N=Nc1ccccc1)NNc1ccccc1	0.0	4.4	3.3	3.8	0.0	0.1	63.3*	4.1
CSc1ccc(CCNC(=O)CCc2nnc3ccc(N4CCCC4)nn23)cc1	0.7	-4.8	-47.3	4.0	-0.1	-3.6	-3.3	-5.3
CCCOc1cccc(C2/C(=C(\O)c3ccc4c(c3)OCCO4)C(=O)C(=O)N2CCCn2ccnc2)c1 (configuration not stated)	0.0	4.8	-5.1	-4.0	x	0.6	-2.8	-13.2
C[C@@H]1CN([C@H](C)CO)C(=O)c2cc(NS(=O)(=O)c3ccc(F)cc3)ccc2O[C@H]1CN(C)Cc1ccc(-c2ccccc2)cc1	0.0	4.9	4.8	-0.9	0.1	-1.1	1.0	2.8
CN1C(=O)[C@@H]2[C@H](C1=O)[C@@H]1C(=O)Nc3ccccc3C(=O)N1[C@@H]2c1cccc(Br)c1	0.3	2.1	-2.4	-2.0	0.1	-0.8	4.2	-4.4
COc1ccccc1C(=O)N1CCN(C(=O)[C@@H](Cc2ccccc2)NC(=O)[C@H]2O[C@@H](n3ccc(N)nc3=O)[C@H](O)[C@@H]2O)CC1	0.2	-0.5	-8.7	2.0	0.7	-5.4	x	x
CC(=O)c1c(C)[nH]c(C(=O)NNC(=O)COc2cc(C)ccc2C(C)C)c1C	-0.1	-4.4	1.2	-3.3	-0.2	-21.9	14.2	-2.9
COc1ccc(Cn2nnnc2CN2CCN(c3ccc(OC)cc3)CC2)cc1	0.3	5.1	0.0	4.2	x	1.4	-4.0	x
CCCCCOc1ccc(C(=O)OCC(=O)Nc2cc(C)on2)cc1	0.7	0.4	3.5	2.0	-0.2	-3.8	8.1	-12.4
C[C@H]1CCCCO[C@@H](CN(C)C(=O)C2CCCCC2)[C@@H](C)CN([C@@H](C)CO)C(=O)c2cc(NC(=O)c3ccccc3)ccc2O1	0.0	9.8	7.8	-0.3	-0.1	3.9	-1.7	10.2

# Carrying on.
structure	Xi reactivation	ERp5 inh	RAD52 inh	ERAP1 HTS inh	E-sel inducer	S100A4 inh HTS	esBAF inh	RAD54 inh
CC(=O)Nc1cccc(/C(C)=N/NC(=O)c2cccc(S(=O)(=O)N3CCOCC3)c2)c1	0.1	-0.4	-0.4	0.2	0.0	2.4	-5.4	-5.2
CCOC(=O)C1CCN(c2cc3c(cc2NC(=O)c2ccccc2OCC)n(C)c(=O)n3C)CC1	0.2	3.7	-6.3	-2.6	x	0.3	5.3	-2.3
COc1ccc(CN(C)C[C@H]2OCCCC[C@H](C)Oc3ccc(NC(=O)Nc4ccc5c(c4)OCO5)cc3C(=O)N([C@H](C)CO)C[C@H]2C)cc1	-0.1	-0.2	8.0	-3.6	-0.2	-4.7	0.8	-6.1
Cc1ccc2[nH]c(C)c(CCNC(=O)c3c(N)no[n+]3[O-])c2c1	0.2	2.1	-14.3	-1.7	10.8	1.9	-5.4	x
Cc1ccc(CN2C(=O)C(Cc3ccccc3)Nc3ncnc(N4CCN(c5ccccc5)CC4)c32)cc1 (configuration not stated)	0.0	7.4	-22.9	-3.5	0.0	-10.5	-2.8	7.4
O=C(Cc1ccc(OCc2ccccc2)cc1)NCc1ccc2c(c1)OCO2	0.2	-6.1	-9.6	-5.9	0.7	-1.5	x	x
CCc1cc2c(SCc3nc4sc(C(C)=O)c(C)c4c(=O)[nH]3)ncnc2s1	-0.2	-6.1	-54.9	-3.0	x	0.5	x	1.0
Fc1ccccc1N1CCN(Cc2nc(-c3ccccc3)no2)CC1	x	4.5	-8.4	-1.8	x	0.8	-3.0	-2.6
CCC(=O)c1ccc(OCC(=O)NCc2ccccc2CN2CCCC2)cc1	-0.1	1.8	-74.8	0.2	x	2.3	-6.4	-14.4
C#CCNC(=O)C1=C[C@@H](C(C)(C)C)[C@H](CCCO)[C@@H](OCC)O1	x	-1.3	-4.5	-1.1	x	1.9	x	x
COc1ccc(CN2CCC(n3nccc3NC(=O)C3CCCC3)CC2)cc1	-0.1	4.1	-2.5	0.0	x	2.8	-5.0	-10.0
CCOC(=O)c1ccc(N2CSC3=C(C#N)C(c4cccs4)CC(=O)N3C2)cc1 (configuration not stated)	0.3	5.0	-10.2	18.6	-0.2	-6.5	6.8	9.7

# (cont.)
structure	Xi reactivation	ERp5 inh	RAD52 inh	ERAP1 HTS inh	E-sel inducer	S100A4 inh HTS	esBAF inh	RAD54 inh
COc1ccc(NC(=O)c2cc3ccccc3o2)cc1S(=O)(=O)N1CCCCC1	0.3	5.0	-23.2	-1.5	-0.1	-2.1	5.1	-17.2
CCc1nc2c(OCc3ccc(S(C)(=O)=O)cc3)cccn2c1N(C)C(=O)c1ccccc1F	0.1	-10.9	-14.7	0.0	x	-4.1	-3.3	-2.2
COc1ccc(CCn2c(C)cc(C(=O)CN3C(=O)C(=O)N(Cc4ccco4)C3=O)c2C)cc1	34.3*	x	-35.4	-1.1	6.1	-12.0	-7.8	9.0
Cc1ccc(NC(=O)C2CCCN(S(=O)(=O)c3cccnc3)C2)cc1C (configuration not stated)	0.0	-1.3	-14.8	0.3	0.2	-5.9	-1.7	x
O=C(O)c1ccccc1C(=O)c1ccc2oc(=O)[nH]c2c1	0.1	-11.7	-9.2	-2.8	0.0	-5.8	4.5	x
Cc1ccc(C(=O)CN2C(=O)NC3(CCc4ccccc43)C2=O)s1 (configuration not stated)	0.0	7.4	-0.7	-2.7	1.6	-4.9	12.6	x
O=c1[nH]c(C2CCN(S(=O)(=O)c3ccc4c(c3)OCCO4)CC2)nc2c1nnn2Cc1cccc(F)c1	1.3	1.3	-12.5	-4.5	-0.1	11.2	0.8	6.5
CO[C@@H]1CN(C)C(=O)c2cc(NC(=O)Nc3ccc(Cl)cc3)ccc2OC[C@@H](C)N(C(=O)Nc2c(C)noc2C)C[C@@H]1C	0.3	x	x	x	0.2	x	8.2	17.9
CO[C@@H]1CN(C)C(=O)c2cc(NC(=O)c3cc(C)on3)ccc2OC[C@@H](C)N(C(=O)C2CCC2)C[C@H]1C	0.3	-1.7	-1.2	3.1	-0.1	-19.0	0.9	16.4
CCCC(O)C#Cc1cnc2c(c1)C(=O)N([C@H](C)CO)C[C@H](C)[C@H](CN(C)Cc1ccncc1)O2 (some centres not stated)	-0.8	-3.5	-1.1	4.8	0.1	5.5	-0.5	-4.1
COC(=O)c1ccc(NC(=O)c2cccc(NC(=O)c3ccco3)c2)cc1	0.0	0.7	-1.7	-1.0	x	-1.2	-9.7	-5.4
Cc1cccc(N(Cc2ccccc2)C(=O)c2cccc(S(=O)(=O)N3CC(C)OC(C)C3)c2)c1 (configuration not stated)	0.3	-3.4	-2.5	3.0	x	4.6	8.9	-8.5

# Later entries:
structure	Xi reactivation	ERp5 inh	RAD52 inh	ERAP1 HTS inh	E-sel inducer	S100A4 inh HTS	esBAF inh	RAD54 inh
O=C(O)CCCn1c(=S)[nH]c2c(sc3ccc([N+](=O)[O-])cc32)c1=O	0.2	-5.2	-9.9	1.0	x	-2.7	x	x
COc1cccc(S(=O)(=O)N2CC3(CN(C(=O)Nc4cccc(F)c4)[C@H](CO)c4[nH]c5cc(OC)ccc5c43)C2)c1	0.3	68.9*	-1.9	3.8	-0.3	8.6	x	x
CCCNC(=O)Nc1ccc2c(c1)C(=O)N(C)C[C@H](OC)[C@@H](C)CN(C(=O)C1CC1)[C@@H](C)CO2	-0.4	-1.7	-4.0	-0.6	-0.1	6.7	2.2	-4.0
CC1=NN(c2ccccc2)C(=O)C1=C(C)C	0.1	6.6	-156.8	-2.6	x	-66.8	-2.2	-16.2
C[C@@H]1CCCCO[C@@H](CN(C)Cc2ccncc2)[C@H](C)CN([C@H](C)CO)C(=O)c2cc(NC(=O)Cc3ccccc3)ccc2O1	0.1	5.4	14.9	1.9	0.1	1.3	5.3	-4.5
N/C(CCS(=O)(=O)c1ccc(Cl)cc1)=N\OC(=O)c1ccc(Cl)cc1	0.1	x	-10.5	3.2	x	2.4	x	x
C[C@@H]1CN([C@@H](C)CO)C(=O)c2cc(NC(=O)CCCCCC(=O)Nc3ccccc3N)ccc2O[C@@H]1CN(C)S(=O)(=O)c1cn(C)cn1	0.1	4.6	-11.6	-1.9	0.8	35.3	x	x
CCCN1C[C@@H](C)[C@@H](OC)CN(C)C(=O)c2cc(NC(=O)C3CCOCC3)ccc2OC[C@H]1C	0.0	11.2	-2.6	-2.9	0.0	4.0	-1.9	3.9
COc1ccc(NC(=O)c2cccc3c(Br)cccc23)cc1	0.0	0.1	-20.5	-2.5	0.6	-6.5	10.3	5.3
Cc1cc(C(=O)Nc2ccc(C)c(S(=O)(=O)N3CCOCC3)c2)c(C)o1	0.1	1.5	-9.8	-1.5	2.7	-0.9	x	x
CCC(=O)N1C[C@H](C)[C@H](OC)CN(C)C(=O)c2cc(NC(=O)CC(F)(F)F)ccc2OC[C@H]1C	0.0	0.9	-18.0	0.2	-0.1	-6.0	x	x
Cc1cc(NC(=O)Cn2cnc3sccc3c2=O)no1	0.1	-4.9	-7.8	-2.7	0.0	1.4	-9.5	-8.8

# Continuation:
structure	Xi reactivation	ERp5 inh	RAD52 inh	ERAP1 HTS inh	E-sel inducer	S100A4 inh HTS	esBAF inh	RAD54 inh
CC(C)NC(=O)N(C)C[C@H]1Oc2ccc(NC(=O)C3CC3)cc2CC(=O)N([C@H](C)CO)C[C@H]1C	0.0	-3.9	-8.9	-0.7	x	2.5	3.5	10.9
CO[C@H]1CN(C)C(=O)c2cc(NC(=O)NC3CCCCC3)ccc2OC[C@@H](C)N(CC2CC2)C[C@@H]1C	0.6	0.9	2.6	-1.3	0.0	-0.3	6.0	2.3
CCCCCCCCSc1nnc(/N=C/N(C)C)s1	0.0	0.3	-2.3	0.0	x	2.0	x	x
CCC(C)c1ccc(NC(=S)N2CCN(C(=O)C3CCCO3)CC2)cc1 (configuration not stated)	0.1	-3.5	-16.7	-4.3	4.7	-1.6	2.3	5.2
C[C@@H]1CN([C@@H](C)CO)C(=O)c2cc(NC(=O)c3ccccc3)ccc2O[C@@H](C)CCCCO[C@@H]1CN(C)C(=O)CCC(F)(F)F	0.0	-2.4	14.4	-4.5	0.2	-6.4	-2.6	-2.9
CC(C)NC(=O)N(C)C[C@H]1OCc2cnnn2CCCC(=O)N([C@H](C)CO)C[C@@H]1C	-0.1&0.0	2.4&2.7&-1.4	1.2&11.5&1.0	-1.8&0.2&-2.0	0.1&0.0	1.4&3.8&3.4	0.9&0.0&-1.6	0.8&-10.6&-11.5
COc1ccc(NC(=O)C(=O)NCC2CCCN2S(=O)(=O)c2cc(C)ccc2C)cc1 (configuration not stated)	0.0	2.7	-18.2	1.3	-0.2	-8.4	-30.4	7.6
C[C@@H]1CN([C@H](C)CO)C(=O)c2cccc(NC(=O)CCCCCC(=O)Nc3ccccc3N)c2O[C@@H]1CN(C)S(=O)(=O)c1ccc(Cl)cc1	0.0	-4.4	-5.0	-5.7	0.1	-0.2	-2.8	x

# Limited to ERp5 inh, for some of the entries so far:
Compound	ERp5 inh
CCCCCCCCSc1nnc(/N=C/N(C)C)s1	0.3
CO[C@H]1CN(C)C(=O)c2cc(NC(=O)NC3CCCCC3)ccc2OC[C@@H](C)N(CC2CC2)C[C@@H]1C	0.9
